# phage Ecoli inh = E. coli growth loss with phage present. actives 0.26% (n = 360,000). inhibition, % at 11.9 µM. growth absorbance; in the data active = inhibition above about 11%
# * = called active by the depositor. A portion of the library; rates above refer to the full screens.
SMILES,phage Ecoli inh
CCOC1CCCc2oc(-c3ccc(OC)cc3)c(C(=O)NCCCCO)c21 (stereo unspecified),2.3
C[C@@H]1CN([C@@H](C)CO)C(=O)CCCn2cc(nn2)CO[C@H]1CN(C)C(=O)Nc1ccccc1,0.9
COc1cc(OC)c2c(=O)c3c(C(=O)O)c(O)ccc3oc2c1,4.3
Cc1[nH]c2ccccc2c1C(=O)c1cc([C@H](NC(=O)OC(C)(C)C)C(C)C)sc1N,-3.0
COC(=O)[C@@H](Cc1ccc(O)cc1)NC(=O)[C@H]1O[C@@H](n2cnc3c(=O)[nH]c(N)nc32)[C@H](O)[C@@H]1O,-0.9
CCc1nc2ccc(C(=O)NCCOc3ccc(OC)cc3)cn2c1N(C=O)Cc1ccc(OC)cc1,2.3
COc1ccccc1CNc1nc(NC(C)C)nc2ccsc12,6.1
CC1(C(=O)NS(=O)(=O)c2ccccc2Cl)CCN1C(=O)C1(c2ccc(Cl)cc2)CCC1 (stereo unspecified),2.7
N#Cc1ccc(-c2nc3ccc(Br)cn3c2Cc2ccsc2)cc1,1.7
COc1ccc(C(C)=O)cc1CC1(C)C(=O)Nc2ccc(-c3ccccc3OC)cc21 (stereo unspecified),2.3
COC(=O)C1=C(C)N(Cc2cccc(C(F)(F)F)c2)C(=NCc2ccc(OC)cc2)NC1c1ccccc1C(F)(F)F (stereo unspecified),2.2
O=S1(=O)CC(N2CCCCC2)CN1Cc1cn(Cc2ccccc2)nn1 (stereo unspecified),3.1
Cc1nc(C(F)(F)F)ccc1C(=O)N1CCCC(C(=O)O)CC1 (stereo unspecified),1.3
OCCC(N1CCOCC1)C(O)(c1ccccc1)c1ccccc1 (stereo unspecified),3.2
O=C(NCc1ccccc1F)Nc1nnc([C@H]2C[C@H](O)[C@@H](CO)O2)s1,2.3
COC(=O)C1=C(C)N(Cc2cccc(C(F)(F)F)c2)C(=NCC2CC2)NC1c1cccc(Cl)c1 (stereo unspecified),0.4
COC(=O)C1=C(C)N(Cc2cccc(C(F)(F)F)c2)C(=NCc2ccccc2C(F)(F)F)NC1c1ccccc1C(F)(F)F (stereo unspecified),5.8
Cc1ccc(S(=O)(=O)N2C[C@H]3C(=O)C[C@@H](c4ccccc4)N(S(=O)(=O)c4ccccc4)[C@H]3C[C@H]2c2ccccc2)cc1,4.5
COc1cc(F)ccc1-c1csc(C(C)(O)c2ccc(F)c(F)c2)n1 (stereo unspecified),-0.8
CC1=C(C(=O)N2CCCCCC2)CC(CC(=O)NCCN2CCOCC2)C(=O)N1CCC1=CCCCC1 (stereo unspecified),-1.1
Cc1ccc(Cn2cc(CN3CC(N4CCN(Cc5cccc(C)c5)CC4)CS3(=O)=O)nn2)cc1 (stereo unspecified),1.2
O=c1cc(O)cc2n1CCC2,2.8
O=C1CCCC[C@@H](CO)[C@H](O)C[C@H](c2ccccc2)O1,3.4
Cc1cscc1-c1ccc(C(=O)Nc2c(C)cccc2C)o1,0.6
COCCNc1nc(NCc2cccs2)nc2ccsc12,3.4

# Molecules shown so far that contain a COOH group:
SMILES,phage Ecoli inh
COc1cc(OC)c2c(=O)c3c(C(=O)O)c(O)ccc3oc2c1,4.3
Cc1nc(C(F)(F)F)ccc1C(=O)N1CCCC(C(=O)O)CC1 (stereo unspecified),1.3

# Retrieved by structure from the entries so far, 4 records:
SMILES,phage Ecoli inh
COCCNc1nc(NCc2cccs2)nc2ccsc12,3.4
Cc1[nH]c2ccccc2c1C(=O)c1cc([C@H](NC(=O)OC(C)(C)C)C(C)C)sc1N,-3.0
COC(=O)[C@@H](Cc1ccc(O)cc1)NC(=O)[C@H]1O[C@@H](n2cnc3c(=O)[nH]c(N)nc32)[C@H](O)[C@@H]1O,-0.9
COC(=O)C1=C(C)N(Cc2cccc(C(F)(F)F)c2)C(=NCc2ccccc2C(F)(F)F)NC1c1ccccc1C(F)(F)F (stereo unspecified),5.8

# Continued:
SMILES,phage Ecoli inh
COc1ccccc1CNc1nc(Nc2ccccc2Cl)c2sccc2n1,1.7
COC(=O)C1=C(C)N(Cc2ccccc2C(F)(F)F)C(=NCc2ccc3c(c2)OCO3)NC1c1ccc(F)cc1 (stereo unspecified),2.7
O=C(NCC(F)(F)F)c1[nH]c(C(F)(F)F)nc1-c1ccccc1,3.8
CC(C)NC(=O)c1cc(C2CCCCN2C(=O)c2cc(C(C)(C)C)nn2C)on1 (stereo unspecified),0.5
CCc1nc2c(OCc3cc(Cl)cc(Cl)c3)cccn2c1N(C)C(=O)CC(C)C,4.0
CCCCNC(=O)C1C(c2ccc(C(F)(F)F)cc2)=Nc2ccccc2N1C(=O)c1cccc(C(F)(F)F)c1 (stereo unspecified),2.6
COc1ccc(NC(=O)c2sc(=O)n(Cc3ccc4ccccc4c3)c2C)cc1OC,2.1
FC(F)(F)c1ccccc1Cc1c(-c2ccc(Cl)cc2)nc2c3ccccc3ccn12,4.9
CCCNC(=O)c1cc(C2CCCN(C(=O)c3ccc4c(c3)CCO4)C2)on1 (stereo unspecified),1.6
CC1(C(=O)Nc2nccs2)CCN1C(=O)C1(c2ccccc2)CC1 (stereo unspecified),1.1
COC(=O)[C@@]1(Cc2ccc(OC)cc2)[C@H]2c3cc(C(=O)N4CCCC4)n(Cc4ccc(OC)c(OC)c4)c3C[C@H]2CN1C(=O)c1ccccc1,1.8
O=C(Nc1cccc(Cl)c1)c1csc([C@@H]2O[C@H](CO)[C@H](O)[C@H](O)[C@H]2O)n1,0.8
COc1ccc(-c2nc3ccc(Cl)cn3c2Cc2ccc(C)cc2)cc1OC,-3.3
CS(=O)(=O)Nc1ccc(-c2cncc3nccn23)cc1,1.9
CC(C)C[C@@H]1COc2cc(F)ccc2S(=O)(=O)N1,1.4
CCC(=O)N1CCCC(C)(C(=O)Nc2ccc3oc(CC)nc3c2)C1 (stereo unspecified),1.5
CC(C)C[C@@H]1Cc2[nH][nH]c(=O)c2[C@H](CCc2ccccc2)O1,1.2
Cc1ccc2nc(-c3cccc(Br)c3)c(Cc3ccccc3)n2c1,2.9
CCNC(=O)N(C)c1c(CC)nc2ccc(C(=O)N3CCN(C(=O)c4ccco4)CC3)cn12,1.2
COC(=O)C1=CN(c2ccc(F)cc2)C(N)=C(C#N)C1c1cccc(OC)c1OC (stereo unspecified),1.1
COc1cccc(/C=C2/Sc3ccc(C(=O)NC4CC4)cc3NC2=O)c1,3.6
COc1ccccc1-c1cnc(C(O)c2ccc(SC)cc2)[nH]1 (stereo unspecified),2.2
CCc1nc2ccc(C(=O)N(C)Cc3ccccc3)cn2c1N(CC)Cc1cccc(Br)c1,1.6
CCn1c(SCC(=O)Nc2cc(NC(C)=O)ccc2OC)nnc1-c1ccncc1,-0.8
Nc1ncnc2c1ncn2[C@@H]1O[C@H](C(=O)N[C@H]2c3ccccc3C[C@H]2OC=O)[C@@H](O)[C@H]1O,4.6

# The list continues:
SMILES,phage Ecoli inh
COc1cccc(NC(=O)Nc2nnc(COCCO)s2)c1,-0.8
Oc1ccc(Br)c(CN2CCN(c3ncc(Cc4ccccc4)cn3)CC2)c1,3.4
CCc1nc2c(OCC(=O)N3CCOCC3)cccn2c1N(C=O)Cc1ccccc1,0.5
Cc1ccc(S(=O)(=O)N2CCC(=O)N([C@H](COCc3cccc(Cl)c3)Cc3ccccc3)CC2)cc1,1.6
OC(c1ccc2c(c1)OCO2)c1ncc(-c2ccccc2)[nH]1 (stereo unspecified),0.5
CCCC(=O)N1CCC1(C)C(=O)Nc1cc(-c2ccccc2)nn1C (stereo unspecified),2.4
CCc1c(-c2ccc(OC)c(OC)c2)ncn1CCc1ccccc1OC,1.1
COc1ccc(S(=O)(=O)N2CCCCC2c2cc(C(=O)Nc3ccc(OC)cc3C)no2)cc1 (stereo unspecified),2.2
C#CCN1CCc2onc(-c3ccccc3OC)c2C1=O,2.1
COC(=O)c1cccc(CC2(C)C(=O)Nc3cc(-c4ccccc4Cl)ccc32)c1 (stereo unspecified),-1.1
CC(=O)Nc1cc(-c2ccc(CO)cc2)cn2c(-c3ccc(F)c(Cl)c3)cnc12,2.3
CC(C)C[C@@H]1CC2=C(C(=O)OC(C)(C)O2)[C@H](CCc2ccccc2)O1,3.1
CC(=O)Nc1cc(-c2ccc(F)cc2)cn2c(-c3ccc(S(C)(=O)=O)cc3)cnc12,0.2
CC(C)NC(=O)c1cc(C2CCCCN2S(=O)(=O)c2cccs2)on1 (stereo unspecified),2.2
COc1ccc(C2CC(=O)C(c3ccc([N+](=O)[O-])cc3)=CN2Cc2ccccc2)cc1 (stereo unspecified),1.6
O=c1[nH]c(-c2ccccc2)cn1C1CCN(Cc2ccc(-c3nc4ccc(F)cc4nc3-c3ccccc3)cc2)CC1,0.9
CN(C)c1ccc(-c2ccnc3c2CC(C)(C(=O)NCC2CC2)O3)cc1 (stereo unspecified),-0.2
CC1(C)OC(=O)C2=C(C[C@@H](CCC(F)(F)F)O[C@H]2c2ccc(F)cc2)O1,1.5
COc1cccc(CNC(=O)[C@@H]2CCCN2C(=O)[C@H]2CCCCN2C(=O)c2ccc(Cl)cc2)c1,0.3
COc1ccc(Cn2cc(CN3CC(N4CCN(Cc5ccccc5F)CC4)CS3(=O)=O)nn2)cc1 (stereo unspecified),0.2
CC1(C(=O)NS(=O)(=O)c2cccc(F)c2)CCN1C(=O)CCC1CCCC1 (stereo unspecified),2.8
Cc1oc(-c2cccs2)cc1C(=O)N1CCC(C)(C(=O)NS(=O)(=O)C2CC2)C1 (stereo unspecified),0.9
CCC(C)CN1C(=O)CSCC1(C)C(=O)Nc1c(C)cccc1C (stereo unspecified),1.4
CNC[C@H]1OCc2cnnn2CCCC(=O)N([C@H](C)CO)C[C@@H]1C,2.0
OC(c1cccnc1)c1nc(-c2cccc(F)c2)cs1 (stereo unspecified),1.9

# Six of the entries above in order of their number in phage Ecoli inh, low to high.
SMILES	phage Ecoli inh
CC1=C(C(=O)N2CCCCCC2)CC(CC(=O)NCCN2CCOCC2)C(=O)N1CCC1=CCCCC1 (stereo unspecified)	-1.1
O=c1[nH]c(-c2ccccc2)cn1C1CCN(Cc2ccc(-c3nc4ccc(F)cc4nc3-c3ccccc3)cc2)CC1	0.9
Cc1ccc(S(=O)(=O)N2CCC(=O)N([C@H](COCc3cccc(Cl)c3)Cc3ccccc3)CC2)cc1	1.6
COc1ccc(NC(=O)c2sc(=O)n(Cc3ccc4ccccc4c3)c2C)cc1OC	2.1
COC(=O)C1=C(C)N(Cc2cccc(C(F)(F)F)c2)C(=NCc2ccc(OC)cc2)NC1c1ccccc1C(F)(F)F (stereo unspecified)	2.2
CC(=O)Nc1cc(-c2ccc(CO)cc2)cn2c(-c3ccc(F)c(Cl)c3)cnc12	2.3

# Continuation.
SMILES,phage Ecoli inh
COc1ccc(C(O)c2nc(-c3ccncc3)cs2)cc1 (stereo unspecified),1.9
Cc1cc(F)ccc1C(O)c1ncc(-c2cccc(F)c2)[nH]1 (stereo unspecified),3.8
COc1ccc(CNc2nccn3ccnc23)cc1,1.9
COc1cccc(OC)c1-c1cnc(NC(C)=O)cn1,5.8
CCOC(=O)N(C)[C@H]1C[C@H]2c3cc(-c4ccccc4C)ccc3CCN2C[C@H]1[C@H](C)O,0.8
COc1ccc(-c2csc(C(C)(O)c3cccc(F)c3)n2)cc1 (stereo unspecified),4.1
CCCS(=O)(=O)NC(=O)C1(C)CCCN(C(=O)c2ccccc2F)C1 (stereo unspecified),3.2
CCCC(=O)N1CCCC1(C)C(=O)Nc1cc(C)ccc1C (stereo unspecified),4.1
Cc1ccc(OCc2nnn(CC(=O)NS(=O)(=O)c3c(C)noc3C)c2-c2ccccc2)cc1,1.9
CC(C)c1cc(Cn2c3ccccc3c(=O)n2C(C)Cn2cc(C3CC3)nn2)on1 (stereo unspecified),-2.1
CN1OC[C@@H]2CN(C(=S)NCCc3ccccc3)[C@H](c3ccc(N4CCCCC4)cc3)C[C@@H]21,2.5
COC(=O)c1ccc(Cn2c(C)c(C(=O)NCc3ccc(Cl)c(Cl)c3)sc2=O)o1,3.9
O=C(NCCc1ccccc1Cl)[C@@H]1CCCN1C(=O)[C@@H](NS(=O)(=O)c1ccc(F)cc1F)C1CCCCC1,-1.7
Cc1cc(Br)cn2c(Cc3ccsc3)c(-c3ccco3)nc12,-2.3
COC(=O)C1=CN(c2ccc(OC)cc2OC)C(N)=C(C#N)C1c1ccc(OC)cc1 (stereo unspecified),1.2
CCc1nc2ccc(C(=O)NCc3ccccc3OC)cn2c1N(C)Cc1ccc(N(C)C)cc1,-1.1
CCc1nc2c(OCCn3cccc3)cccn2c1N(C)C(=O)c1ccco1,2.7
COC(=O)c1ccc2nc(-c3ccccc3)c(Cc3ccc(OC)cc3C)n2c1,4.7
O=C1NC(c2ccc(Br)cc2)c2c(-c3ccccc3)n[nH]c21 (stereo unspecified),2.2
CCCC(C)(C)C(=O)N1CCC1(C)C(=O)NS(=O)(=O)c1ccc(Cl)cc1 (stereo unspecified),0.5
Cc1ccc(Cl)cc1-c1cc(C(=O)N2CCN(c3ccncc3)CC2)[nH]n1,3.3
Cc1ccccc1-c1cc2nc(OCC3CCCO3)n(C)c(=O)c2s1 (stereo unspecified),0.5
CCCCCCCCN1C(=O)[C@H](CC(=O)N2CCN(C(=O)OCC)CC2)C[C@@]2(C(=O)OC)CCCCC=C12,-0.6
C[C@H]1CN([C@@H](C)CO)C(=O)CCCn2cc(nn2)CO[C@@H]1CN(C)C(=O)Nc1ccc(-c2cccs2)cc1,2.4
COC(=O)C[C@H]1CC[C@H](NC(=O)c2cccc(F)c2)[C@@H](CO)O1,0.9

# (listing goes on)
SMILES,phage Ecoli inh
O=C(Nc1ccc(F)cc1)C(c1ccccc1)N1CCN(c2ccncc2)CC1 (stereo unspecified),1.4
COc1ccc(NC(=O)c2cc(-c3cc(Cl)ccc3C)n[nH]2)cc1OC,-0.1
Cn1ccc2c(-c3cccc4ccccc34)cc3c(c21)C1CCC3O1 (stereo unspecified),3.7
COC(=O)[C@]12C[C@H](CC(=O)N3CCN(C(=O)C4CC4)CC3)C(=O)N(Cc3ccc4c(c3)OCO4)C1=C[C@H](COCc1ccccc1)O[C@@H]2C,2.2
COC(=O)C1=C(C)NC(C)=C(C(=O)OC)C(N2C(=O)CCC2=O)C1 (stereo unspecified),3.3
COc1ccc(OCCN2CCC(C(=O)NC(c3ccsc3)c3ccccc3C)CC2)cc1 (stereo unspecified),3.3
C=CC[C@]12C[C@@]3(O[C@H](c4ccccn4)N=C3C[C@H](c3ccc(OC)cc3)[C@H]1C)N(C1CCN(Cc3ccccc3)CC1)C2=O,-2.4
CC(C)[C@@H]1Cc2[nH][nH]c(=O)c2[C@H](C)O1,3.8
CCCCCNC(=O)C(c1cc2ccccc2o1)n1c(=O)c(-c2cc3ccccc3[nH]2)nc2ccccc21 (stereo unspecified),3.0
CC(C)n1nnnc1C1c2ccccc2C(=O)N1Cc1cccnc1 (stereo unspecified),0.5

# Screens: PubChem BioAssay, The Scripps Research Institute Molecular Screening Center
